# Bim-Bcl-2 – inhibitors of Bim-Bcl-2 interaction, human | P10415 | Bead-based flow cytometry, Bim peptide-Bcl-2 binding | inhibition, % at 10 µM | 190,000 tested, 0.06% active; in the data active = inhibition above about 40%; inconclusive = no clear call, values can overlap the other calls;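 note: 0% = no compound wells with probe peptide and 100% = reference peptide inhibitor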
# Mcl1 Bid PPI – disrupts binding of human Mcl-1 to Bid peptide; Q07820; TR-FRET Mcl-1/Bid-Dy647 peptide binding, 1536-well; inhibition, % at 21.7 µM; 220,000 tested, 0.97% active;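 active = compounds that cut the binding signal by more than half at the single screening dose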;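 note: His-tagged Mcl-1 with europium anti-His antibody binding Bid BH3 peptide; 0% = Mcl-1 plus peptide wells and 100% = peptide-only wells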
# Target sequence (Q07820 whole entry, looked up): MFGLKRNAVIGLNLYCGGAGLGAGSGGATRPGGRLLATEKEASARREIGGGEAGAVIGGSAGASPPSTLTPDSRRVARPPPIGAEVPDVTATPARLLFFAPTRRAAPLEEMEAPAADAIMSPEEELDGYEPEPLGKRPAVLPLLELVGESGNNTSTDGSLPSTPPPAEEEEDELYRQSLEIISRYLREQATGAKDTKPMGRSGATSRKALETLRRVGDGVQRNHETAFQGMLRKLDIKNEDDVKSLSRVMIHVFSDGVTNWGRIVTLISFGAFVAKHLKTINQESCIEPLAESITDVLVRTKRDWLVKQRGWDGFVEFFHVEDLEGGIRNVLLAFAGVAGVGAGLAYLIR
# RGS7-Gao reg – human RGS7-Galphao interaction regulation. AID 1439. P09471. 220,000 tested, 0.35% active. Multiplexed bead flow cytometry, RGS7-Galphao binding; actives lie on both sides. binding response (% of control), % at 10 µM; in the data active = binding response below about 49% or above about 150%; inconclusive = no clear call, values can overlap the other calls; inactive = in between;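 note: fluorescent Galphao held in activated GDP-AlF4 state binding bead-coupled RGS7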
# Target sequence (P09471 whole entry, looked up): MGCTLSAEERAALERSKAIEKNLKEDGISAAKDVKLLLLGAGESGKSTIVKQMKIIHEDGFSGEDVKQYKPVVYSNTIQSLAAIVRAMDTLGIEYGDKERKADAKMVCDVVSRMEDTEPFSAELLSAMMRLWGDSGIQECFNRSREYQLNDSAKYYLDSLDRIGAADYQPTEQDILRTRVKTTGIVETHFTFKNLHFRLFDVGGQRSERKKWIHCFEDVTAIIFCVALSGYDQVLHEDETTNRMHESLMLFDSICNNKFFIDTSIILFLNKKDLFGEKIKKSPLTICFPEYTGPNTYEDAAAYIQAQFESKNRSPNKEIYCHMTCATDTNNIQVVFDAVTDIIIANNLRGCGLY
# Bfl-1 Bim block – human Bim-Bfl-1 interaction inhibition; 190,000 tested, 0.12% active; Q16548; AID 1008; inhibition, % at 10 µM; Bead-based flow cytometry, Bim-Bfl-1 binding inhibition;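 note: 0% = wells without compound plus tracer and 100% = blocker peptide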
# Bcl-B Bim block – inhibitors of Bim-Bcl-B interaction, human | Q9HD36 | bead-based flow cytometry, Bim peptide-Bcl-B binding | inhibition, % at 10 µM | 190,000 tested, 0.073% active | AID 951;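 note: 0% = tracer peptide without compound and 100% = reference inhibitor peptide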
# Target sequence (Q9HD36 whole entry, looked up): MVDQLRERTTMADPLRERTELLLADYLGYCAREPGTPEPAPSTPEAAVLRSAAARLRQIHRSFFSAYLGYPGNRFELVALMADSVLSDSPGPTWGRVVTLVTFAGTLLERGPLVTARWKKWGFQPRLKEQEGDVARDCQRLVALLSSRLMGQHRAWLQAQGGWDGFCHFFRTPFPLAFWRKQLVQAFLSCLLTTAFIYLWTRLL
# Bim-Bcl-W – human Bim-Bcl-W interaction inhibition; Q92843; bead-based flow cytometry, Bim peptide-Bcl-W binding; inhibition, % at 10 µM; 190,000 tested, 0.02% active;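 note: 0% = bound tracer without compound and 100% = peptide blocker; higher means less fluorescent Bim peptide bound to Bcl-W beads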
# Mcl1 Noxa PPI – disrupts binding of human Mcl-1 to Noxa peptide | TR-FRET Mcl-1/Noxa peptide binding, 2 h | inhibition, % at 21.7 µM | 220,000 tested, 1.5% active | AID 1022;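 active = compounds that cut the protein-peptide binding signal by more than 50% relative to plate controls in a single-dose test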;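 note: His-tagged Mcl-1 with rhodamine Noxa BH3 peptide and terbium anti-His antibody; 0% = Mcl-1 plus Noxa peptide wells and 100% = peptide-only wells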
# RGS4-Gao reg – human RGS4-Galphao interaction regulation | P09471 | Multiplexed bead flow cytometry, RGS4-Galphao binding; actives lie on both sides | binding response (% of control), % at 10 µM | 220,000 tested, 0.33% active | AID 1415; in the data active = binding response below about 49% or above about 150%; inactive = in between;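 note: fluorescent Galphao activated with aluminum fluoride binding bead-coupled RGS4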
# RGS8-Gao reg – regulators of human RGS8-Galphao interaction; P09471; multiplexed bead flow cytometry, RGS8-Galphao binding; actives lie on both sides; response (percent of control binding), % at 10 µM; 220,000 tested, 0.34% active; AID 1423; in the data active = response below about 60% or above about 140%; inactive = in between;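 note: Galphao activated as the GDP aluminium fluoride complex binding bead-coupled RGS8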
# Bcl-XL Bim block – inhibitors of Bim-Bcl-XL interaction, human | Q07817 | Bim peptide-Bcl-XL binding, bead flow cytometry, fluorescence | inhibition, % at 10 µM | 190,000 tested, 0.04% active | AID 1007
# Bim-Mcl-1 – human Bim-Mcl-1 interaction inhibition. Q07820. AID 1009. inhibition, % at 10 µM. 190,000 tested, 0.1% active. Bead-based flow cytometry, Bim peptide-Mcl-1 binding;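 note: 0% = no compound tracer wells and 100% = peptide blocker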
# * marks the source's active call; other numbers are inactive results; ? = inconclusive; / = no result given; & = joins results of further samples. Cut-off read from the data, not from the text of the source, unless noted: active = inhibition above about 40%.
SMILES,Bim-Bcl-2,Mcl1 Bid PPI,RGS7-Gao reg,Bfl-1 Bim block,Bcl-B Bim block,Bim-Bcl-W,Mcl1 Noxa PPI,RGS4-Gao reg,RGS8-Gao reg,Bcl-XL Bim block,Bim-Mcl-1
COc1ccc(Nc2oc(-c3ccccc3F)nc2C#N)cc1,/,-26,?,/,/,/,12,117,108,/,/
Cn1c(=O)c(-c2ccccc2N)nc2ccccc21,-4,-20,101,-13,-3,1,8,98,103,2,1
Cc1ccc(Cl)c(OCC(=O)NCc2ccco2)c1,1,-11,104,-2,-3,-1,10,102,100,-1,-6
O=C(O)c1ccccc1NS(=O)(=O)c1ccc2c(c1)OCCO2,-2,8,105,-4,0,1,29,102,103,0,18
O=C(c1ccc(=O)n(Cc2ccccc2)n1)N1CCN(C/C=C/c2ccccc2)CC1,-6,-27,102,-5,-2,-5,3,103,101,-7,-2
O=C(c1ccc2c(c1)OCCO2)N1CCN(c2ccc([N+](=O)[O-])cc2)CC1,0,-5,95,-4,-3,-1,16,101,101,-1,-4
Cc1ccc(C)c(N2CCN(C(=O)CCNC(=O)Cn3ccc4ccccc4c3=O)CC2)c1,-7,-68,96,-13,-6,-1,14,99,98,-4,-1
COc1ccc(-c2noc(-c3cccc(Cl)c3)n2)cc1OC,-1,3,101,-1,-9,-3,-12,102,102,-3,-7
O=C(Nc1nccs1)c1sc2ccccc2c1Cl,-8,12,98,-8,-5,-2,11,97,100,0,-1
CC(=O)Nc1ccc2c(c1)OCCO2,5,/,108,-1,2,0,/,116,100,0,38
CCN(CCCNC(=O)C1CCC(=O)N1Cc1ccccc1Cl)c1cccc(C)c1 (centres undefined),-3,-1,106,-2,1,-1,7,105,112,-9,-4
O=C(c1ccccc1C(=O)N1CCN(c2ccccc2)CC1)N1CCN(c2ccccc2)CC1,0,-14,100,-1,-2,-6,-4,99,101,-2,-3
CCN1C(=O)CC(N2CCC(c3nc4ccccc4[nH]3)CC2)C1=O (centres undefined),-3,-3,97,-1,-4,0,-22,96,99,0,0
CCOc1ccc(C(=O)C(c2ccccc2)N2CCOCC2)cc1 (centres undefined),-8,0,100,-8,-7,-2,1,102,103,-3,-1
O=C(NCc1cccnc1)Nc1cccc(NC(=O)NCc2cccnc2)c1,-10,3,102,-10,-11,2,17,102,100,-12,-5
CCOC(=O)N1CCC(Nc2c(NCCN3CCN(Cc4ccccc4)CC3)c(=O)c2=O)CC1,-6,-18,93,-11,-5,0,0,92,100,-5,-3
Cc1ccc(/C=N/NC(=O)CCCOc2ccc(Cl)cc2Cl)cc1[N+](=O)[O-],-7,5,101,-9,-8,-2,12,100,100,3,0
Cc1cc(C)n2nc(SCC(=O)NCc3ccco3)nc2n1,-7,-32,101,-3,-4,-4,24,100,102,-2,-1
Cc1cc(NC(=O)CSc2nc(C(C)C)nc3c2c(=O)n(C)c(=O)n3C)no1,-7,-4,99,-10,-3,0,-5,99,101,-5,0
CCOc1cc(Br)c(C(=O)O)cc1OC,0,-13,101,-3,-1,-3,1,103,98,0,0
O=C(CC1SC(=O)N(Cc2ccc(Cl)cc2)C1=O)Nc1nccs1 (centres undefined),-8,6,100,-9,-8,-5,13,103,103,-10,-5
CCOC(=O)/C(C#N)=C/c1cn(CCC(=O)O)nc1-c1ccc(Cl)cc1,-5,-5,93,-3,-5,-4,-22,103,101,-6,-3
CC(C)CCNC(=O)Cc1csc(-c2ccccc2)n1,3,-13,94,2,0,-4,11,98,97,-2,2
Cc1cccc(N2C(=O)C3C4CC(=O)C(c5ccccc54)C3C2=O)c1C (centres undefined),3,-17,102,3,-2,-5,11,104,101,-1,0
CC(C)(C)OC(=O)NCCCC[C@H](NC(=O)c1nc[nH]c1C(=O)N1CCc2ccccc2C1)C(=O)OC(C)(C)C,/,-39,?,/,/,/,-12,87,93,/,/

# Continued:
SMILES,Bim-Bcl-2,Mcl1 Bid PPI,RGS7-Gao reg,Bfl-1 Bim block,Bcl-B Bim block,Bim-Bcl-W,Mcl1 Noxa PPI,RGS4-Gao reg,RGS8-Gao reg,Bcl-XL Bim block,Bim-Mcl-1
CCOC(=O)C(C)Sc1nnc(NC(=O)c2ccc(C)c([N+](=O)[O-])c2)s1 (centres undefined),-6,-9,99,-4,-5,-3,18,98,97,-6,-2
O=C(NCCCN1CCOCC1)c1ccc(CS(=O)(=O)Cc2ccc(Cl)cc2)o1,-5,-2,100,-3,-3,-4,7,106,116,-10,-6
CCOC(=O)N1CCN(CCC(=O)Nc2ccccc2OC)CC1,-16,-3,/,4,0,0,1,/,/,0,0
N#C/C(=C(/O)COC(=O)c1ccc(C#N)cc1)c1nc2ccccc2s1,-8,-65,94,-2,-18,-3,18,98,101,-5,-6
CN(C)C=NC(=O)c1cc(C(=O)c2ccc(F)cc2)c[nH]1,0,-20,108,-3,-2,1,13,102,100,-1,0
CC(=O)c1cccc(OCC(=O)c2cc(C)n(-c3cc(C)on3)c2C)c1,-1,-15,112,0,-3,-2,9,109,102,-1,3
Cc1ccc(C2CC(=O)NC(SCc3ccccc3)=C2C#N)cc1 (centres undefined),-6,8,101,-2,-7,-5,10,102,102,-10,-4
COC(=O)c1cc2ccc(OC)c(OC)c2c(=O)s1,-2,-40,117,0,0,-2,6,103,98,1,-1
CCOC(=O)CSc1nc2ccccc2c(=O)n1CCCCCC(=O)NCc1ccco1,0,-10,96,-9,-1,2,-3,100,99,-3,3
CCN(CC)c1ccc(/C=N/Nc2nc(C)cc(C)n2)cc1,/,-121,?,/,/,/,30,103,103,/,/
CCc1ccc(N=c2c([N+](=O)[O-])nn(-c3ccc4c(c3)OCCO4)n2O)cc1,2,-17,101,5,0,0,-7,105,100,1,-1
COc1ccc2c(c1)cc1n2CCN=C1NN,-3,-25,103,-4,-7,-1,11,102,103,-1,0
O=S(=O)(c1ccc(N2CCC(c3ccc(Cl)cc3)=N2)cc1)N(CCO)CCO,-10,-50,100,-4,-19,4,23,98,103,-1,-5
CCN(CC)S(=O)(=O)c1ccc(NS(=O)(=O)c2cccs2)cc1,-4,6,95,-4,-1,-2,-10,96,99,-4,-1
CCN1CCc2nc(NC(=O)c3cc(F)c(F)cc3Cl)sc2C1,-5,-18,98,0,-4,1,8,101,103,-1,-1
CC(Oc1ccccc1Cl)C(=O)N1CCOCC1 (centres undefined),-7,-7,104,2,-5,-3,12,108,104,-6,-4
O=C(COc1ccc([N+](=O)[O-])cc1)NN=C1CCCC1,0,11,101,3,3,0,-2,101,102,0,1
Cn1c(CCN2CCOCC2)nc2cc(NC(=O)c3cccs3)ccc21,0,-37,112,-3,-4,-3,19,100,101,-5,0
Cn1nnnc1SCC(=O)N1CCN(c2ccc(Cl)cc2)CC1,-3,-20,97,-2,-4,-2,-11,95,92,-2,-4
CCOC(=O)N1CCN(CCC(=O)Nc2cccc(Br)c2)CC1,-6&-11,18&10,97&102,-8&-8,-8&-9,-2&3,19&23,104&98,102&101,4&-2,-1&0
COc1cc(/C=N/N2CCOCC2)ccc1OCc1ccccc1,0,-51,97,-1,0,4,-10,102,103,0,1
O=C(NCc1nc2ccccc2[nH]1)C1=C[C@@H](C2CCCCC2)C[C@@H](OCc2ccc(CO)cc2)O1,-1,-3,106,1,0,-5,0,112,107,-7,-4
CCN(Cc1ccccc1)c1ccc(/C=N/NC(=S)NC(C)C)cc1,-9,-29,99,-13,-9,-3,9,99,99,-6,-5
CN(CC(=O)Nc1cccnc1)S(=O)(=O)c1ccccc1,0,64*,121,-2,-2,-4,-1,119,130,7,-2
Fc1ccc(C2CC(c3ccco3)=Nc3ccccc3S2)cc1 (centres undefined),0,4,93,-1,-4,3,5,98,100,0,0

# (cont.)
SMILES,Bim-Bcl-2,Mcl1 Bid PPI,RGS7-Gao reg,Bfl-1 Bim block,Bcl-B Bim block,Bim-Bcl-W,Mcl1 Noxa PPI,RGS4-Gao reg,RGS8-Gao reg,Bcl-XL Bim block,Bim-Mcl-1
CSCCNC(=O)c1ccc(C(C)(C)C)cc1,-3,-41,106,0,-1,-1,3,105,104,-3,-2
C=CCOC(=O)C1=C(C)OC(N)=C(C#N)C1c1ccoc1 (centres undefined),-12,-10,91,-13,-9,-2,19,93,97,-1,-4
Nc1ccc(/C=C/C(=O)c2cccs2)cc1,4,-48,90,-1,0,4,-34,90,100,0,6
COCCNc1nc(N)c([N+](=O)[O-])c(NCCO)n1,-5,-22,98,-5,-3,-4,12,100,96,-4,-5
Cc1cc(C)c(C#N)c(SCC(O)CS(=O)(=O)Cc2ccccc2)n1 (centres undefined),-2,7,102,-3,-2,-3,-7,100,100,0,-1
Cc1nnc(C)c2c(C)n(-c3ccc(Br)cc3)c(C)c12,-10,-34,101,-9,-4,1,6,103,103,-3,-2
C=CCNC(=S)NNC(=O)c1cccn(Cc2ccc(Cl)cc2)c1=O,3,-32,98,18,-57,6,-14,97,97,-1,-4
O=C(NCCc1c[nH]c2ccccc12)c1cc(S(=O)(=O)N2CCCCC2)ccc1N1CCOCC1,-10,-23,100,-17,-8,-1,5,98,101,-10,-3
COc1cc(CNCCSc2nnnn2C)cc(Br)c1OCc1ccccc1,-4,-11,105,-5,-5,-1,7,103,104,-3,-2
CC(NC(=S)Nc1ccccc1Cl)C(c1cccs1)N1CCCC1 (centres undefined),-4,-38,87,-1,-22,-2,0,91,99,-10,-10
COc1ccc(Nc2cc(C(=O)NCCCN3CCOCC3)c3ccccc3n2)c(OC)c1,-19,-19,98,-19,-10,-2,16,100,103,-9,-4
O=C1CCCC2=C1C(c1ccsc1)CC(=O)N2c1nnc(SCc2ccccc2)s1 (centres undefined),-7,-26,101,-10,-6,0,3,105,101,-3,2
OC(COCC(F)(F)C(F)(F)C(F)(F)C(F)F)Cn1c2ccc(Cl)cc2c2cc(Cl)ccc21 (centres undefined),-12,13,101,-13,-5,-1,-1,101,101,-5,-1
CC[n+]1c(C)sc2c(C)cc(C)cc21,-6,-33,100,-3,-15,-4,14,93,97,-4,-4
Cn1c(Cc2ccccc2)n[nH]c1=S,1,-60,101,1,-10,-2,-9,100,101,-7,25
Fc1ccccc1C1c2[nH]c3ccccc3c2CCN1CCCn1cccn1 (centres undefined),-1,-57,96,-4,-3,0,6,100,99,-4,0
CCOC(=O)c1ccc(Nc2cc(C)nc(N3CCOCC3)n2)cc1,-3,5,99,-8,-2,3,2,103,98,2,3
CCn1c(=NC(=O)c2cccc(N3C(=O)CCC3=O)c2)sc2c(OC)ccc(OC)c21,-1,-2,100,-3,0,0,-71,98,99,0,-1
Cc1cc(C)nc(SCC(=O)c2c(N)n(C)c(=O)n(C)c2=O)n1,-4,-29,105,2,-10,-3,15,104,100,0,0
O=C(NCCCO)c1nnc(Cc2c(F)cccc2Cl)o1,-8,6,110,-14,-8,1,6,108,108,-3,-2
O=S(=O)(Cc1ccccc1Cl)N1CCCC1,-8,-29,99,-8,-6,-3,37,101,98,-6,-2

# Fetched one by one from the entries so far, 3 records:
SMILES,Bim-Bcl-2,Mcl1 Bid PPI,RGS7-Gao reg,Bfl-1 Bim block,Bcl-B Bim block,Bim-Bcl-W,Mcl1 Noxa PPI,RGS4-Gao reg,RGS8-Gao reg,Bcl-XL Bim block,Bim-Mcl-1
O=C(NCCCO)c1nnc(Cc2c(F)cccc2Cl)o1,-8,6,110,-14,-8,1,6,108,108,-3,-2
CC(NC(=S)Nc1ccccc1Cl)C(c1cccs1)N1CCCC1 (centres undefined),-4,-38,87,-1,-22,-2,0,91,99,-10,-10
Nc1ccc(/C=C/C(=O)c2cccs2)cc1,4,-48,90,-1,0,4,-34,90,100,0,6
